Bioassay records: PubChem, Broad Institute
LGR2 inh: inhibitors of bursicon-induced Drosophila LGR2 receptor cAMP signaling | AID 720647 | 380,000 compounds, 0.35% hits | inhibition, % at 9.99 µM | HEK293 LGR2, CRE-luciferase, bursicon-stimulated, 4 h;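 active means drop in luminescence signal, shown as inhibition above about 50% in the replicate tests, limit read from the data, passing the limit was not always enough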;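 further: agonist challenge used bursicon conditioned medium at about half maximal strength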
FN deposit inh: fibronectin deposition inhibition; 350,000 compounds, 0.086% hits; inhibition, % at 12.6 µM; AH1F fibroblasts, Alexa488-fibronectin deposition fluorescence, overnight;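 active means mean inhibition across replicates of 30% or more, regardless of how many single replicates reach that level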;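 further: positive control wells lacked labelled fibronectin entirely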
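Material – AH1F fibroblast monolayer, labelled fibronectin deposition · Reagent – labelled fibronectin 24 nM · Timing – 1 h adhesion, overnight exposure · Measured by – fluorescence at 485 nm excitation, 525 nm emission · Read-out – inhibition of fibronectin deposition signal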
Casp6 inh: inhibitors of human caspase-6. purified caspase-6, Z-VEID-R110 cleavage fluorescence. 350,000 compounds, 0.53% hits. inhibition, % at 12.5 µM;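 active means mean inhibition across replicates at least about 35%, with every replicate also reaching that limit, limit read from the data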;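 further: 0% = median of neutral control wells and 100% = no fluorescence left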
Target sequence (P55212 24-179 limits assumed): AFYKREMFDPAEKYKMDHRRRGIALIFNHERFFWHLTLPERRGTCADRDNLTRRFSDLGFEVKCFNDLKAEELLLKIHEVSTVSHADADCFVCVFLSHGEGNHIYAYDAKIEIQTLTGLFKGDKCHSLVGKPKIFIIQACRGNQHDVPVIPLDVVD
Target sequence (P55212 194-293 limits assumed): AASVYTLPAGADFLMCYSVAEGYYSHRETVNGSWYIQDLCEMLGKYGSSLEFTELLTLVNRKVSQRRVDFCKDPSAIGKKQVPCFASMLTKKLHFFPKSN
PGC1a acetyl inh: PGC1a acetylation modulation, inhibitor mode; U2OS PGC1a acetylation, AlphaScreen anti-acetyl-lysine; with virally co-expressed GCN5 acetyltransferase; inhibition, % at 15.6 µM; 350,000 compounds, 0.17% hits; AID 651687;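 active means every replicate shows inhibition of at least 40%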;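 further: 0% = neutral control wells and 100% = positive control wells; some results beyond the cut were filed as inactive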
PAX8 reporter: PAX8 transcriptional activity inhibition. RMG-I TPO-luciferase reporter, SteadyGlo, 24 h. inhibition, % at 12.6 µM. 360,000 compounds, 1.2% hits. AID 652154;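 active means mean replicate inhibition at least 60% with every replicate also reaching 60%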;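 further: luciferase light reporting Pax8 driven TPO promoter activity; plate controls were median of neutral control wells for no effect and mitoxantrone controls for full effect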
miR122 inh: inhibitors of miR-122 in Huh7 cells; activation (reporter increase), % at 12.5 µM; 340,000 compounds, 0.3% hits; Huh7 miR-122 Renilla luciferase sensor, 48 h; neutral wells = 0, positive control = 100;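 active means mean replicate activation score at least 90 and every replicate individually at or above 90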;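 further: higher luciferase means less miR-122 activity so hits act as miR-122 inhibitors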
Cneo AK release: causes C. neoformans cell lysis; adenylate kinase release luminescence, 4 h; normalised: neutral wells 0, clomiphene wells 100; lysis activity, % at 15 µM; 360,000 compounds, 0.2% hits; AID 651654;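 active means mean lysis activity across replicates of at least 80%, whatever share of replicates individually reach that level; inactive means mean lysis activity below 80%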
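Assay system: log-phase C. neoformans yeast / Quantity: yeast cell density of 5 × 10^6 cells/mL / Medium: fresh YPD growth medium / Compound: single dose / Timing: static 4 h at 37 °C with compound, 1 h detection / Measured by: adenylate kinase release luminescence / Read-out: lysis from increased AK signal / Benchmarks: Clomiphene as positive lysis control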
EWS-Fli block: EWS/Fli transcriptional activity inhibition; 350,000 compounds, 0.67% hits; inhibition, % at 12.6 µM; A673 NR0B1-luciferase reporter, viability-normalised;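 active means mean inhibition of at least 50% after viability correction, with every replicate also passing that limit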;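 further: firefly luciferase signal divided by Alamar Blue viability fluorescence both relative to DMSO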
Active calls of the source: *; . = not tested or not shown; & = joins results of further samples; [ ] = another dose, or the depositor's remark.

No.	SMILES	LGR2 inh	FN deposit inh	Casp6 inh	PGC1a acetyl inh	PAX8 reporter	miR122 inh	Cneo AK release	EWS-Fli block
1	CSc1nc2cc(C)nn2c(-c2ccc(C(C)(C)C)cc2)c1C#N	8	3	2	3	11	-3	-3	8
2	COc1cccc(-c2cnc3c(c2)C(=O)N([C@H](C)CO)C[C@@H](C)[C@H](CN(C)Cc2ccc(C(=O)O)cc2)O3)c1	3	3	-1	14	-3	-2[16.7 µM]	1	-4
3	C=CCNC(=O)COC(=O)c1ccc(Cl)c(S(N)(=O)=O)c1	-3	5	-2	.	-8	.	.	1
4	CO[C@H](C(=O)N(C)C[C@H]1OCc2ccccc2-c2ccccc2C(=O)N([C@@H](C)CO)C[C@H]1C)c1ccccc1	12	-20	-2	9	-10	.	-4	-5
5	CC1(C)CC2CC(C)(CN2C(=O)c2cc(-c3ccc(O)cc3)on2)C1 (stereo unspecified)	12	-6	-1	.	2	40	2	12
6	Cc1ccc(-c2cc3nn(-c4ccccc4)c(N)c3c(=O)o2)cc1	.	-3	.	-5	.	-7	-2	.
7	COc1ccc(-n2nnnc2SCC(=O)Nc2nnc(C)s2)cc1OC	.	2	.	2	.	-3	0	.
8	CN(C)CC(=O)N[C@@H]1CC[C@H](CC(=O)O)O[C@H]1CO	8	1	-2	.	.	.	.	6
9	C[C@@H]1CN([C@@H](C)CO)C(=O)c2cc(C#CCN(C)C)cnc2O[C@H]1CN(C)C(=O)c1cccnc1	-6	-3	-2	-4	.	-13[16.7 µM]	1	-8
10	CC(/C=C/c1ccc(N(C)C)cc1)=N\N=C(/N)SC1CC(=O)N(c2ccc(C(=O)O)cc2)C1=O (stereo unspecified)	1	-6	.	-3	-4	-5	2	.
11	C[C@@H]1CN([C@H](C)CO)S(=O)(=O)c2ccc(C#C[C@@H](C)O)cc2O[C@@H]1CN(C)Cc1cncnc1	15	-4	-2	13	-21	0[16.7 µM]	-1	-9
12	CN1c2ccc(-c3ccccc3F)cc2[C@H]2[C@H](CCN2S(=O)(=O)c2ccc(F)cc2)[C@H]1CO	1	-7	.	-8	-1	39[16.7 µM]	6	6
13	Cc1ccc(S(=O)(=O)N2CCC(C(=O)N[C@H](C(=O)N3CCN(C)CC3)C(C)C)CC2)cc1	7	6	.	4	.	0	0	.
14	CC(C)CC(=O)NC1(C(F)(F)F)C(=O)Nc2c1c(=O)n(C)c(=O)n2C (stereo unspecified)	9	.	.	-5	.	-4	-1	.
15	CCSc1sccc1C1C(C#N)=C(N)N(c2cccnc2)C2=C1C(=O)CCC2 (stereo unspecified)	.	1	.	-2	1	6	-9	.
16	CCc1nnc(NC(=O)C2CC(=O)N(C3CCCC3)C2)s1 (stereo unspecified)	1	8	4	2	2	3	1	0
17	S=C(NCCCN1CCOCC1)NCCCN1CCOCC1	-10	2	-19	1	5	-9	-4	-9
18	Cc1c(C(=O)NCCSCc2cccc(C(F)(F)F)c2)cnn1-c1ccc(Cl)cc1	.	-13	3	2	6	-9	0	-1
19	CC(C)(C)NC(=O)CN(Cc1ccccc1)S(=O)(=O)c1ccccc1	34	8	2	15	-5	1	-2	2
20	CCc1nc2ccc(C(=O)NCc3ccc(OC)cc3)cn2c1N(CC)CCN(C)C	-3	3	-4	.	-5	-1	0	3
21	COC(=O)/C=C/c1sc2nc(C)cc(C)c2c1N=CN(C)C	-63	2	.	4	-1	7	.	1
22	Cc1c(CN(C)C)c2c(n1Cc1ccccc1)C(=O)c1ccccc1-2	6	.	.	4	.	-4	4	.
23	COc1cccc(C(=O)NOCc2ccccc2)c1OC	-27	-1	3	6	-157	-6	-3	-74
24	CN(C)CC(=O)Nc1ccc2c(c1)[C@@H]1C[C@@H](CC(=O)NCc3ccc(-c4ccccc4)cc3)O[C@H](CO)[C@@H]1O2	5	-5	-4	-2	-21	3[16.7 µM]	3	4
25	Cc1ccc(-n2c(SCC(N)=O)nnc2-c2ccco2)cc1	-2	-1	2	0	-19	1	0	12

Compound profiles (already shown). Order of screens: LGR2 inh	FN deposit inh	Casp6 inh	PGC1a acetyl inh	PAX8 reporter	miR122 inh	Cneo AK release	EWS-Fli block
Listed for S=C(NCCCN1CCOCC1)NCCCN1CCOCC1 : -10	2	-19	1	5	-9	-4	-9
Listed for CCc1nc2ccc(C(=O)NCc3ccc(OC)cc3)cn2c1N(CC)CCN(C)C : -3	3	-4	.	-5	-1	0	3

New compounds follow
No.	SMILES	LGR2 inh	FN deposit inh	Casp6 inh	PGC1a acetyl inh	PAX8 reporter	miR122 inh	Cneo AK release	EWS-Fli block
26	C[C@@H]1CN([C@H](C)CO)C(=O)c2cc(NC(=O)Nc3ccc4c(c3)OCO4)ccc2O[C@@H](C)CCCCO[C@@H]1CN(C)S(=O)(=O)c1ccc(Cl)cc1	10	-7	0	6	11	-5[16.7 µM]	-10	-5
27	C[C@@H]1CCCCO[C@H](CN(C)C(=O)Nc2cccc3ccccc23)[C@H](C)CN([C@@H](C)CO)C(=O)c2cc(NS(=O)(=O)c3ccc(Cl)cc3)ccc2O1	-37	6	0	-12	76*	-9[16.7 µM]	1	13
28	COc1ccc(CCC(=O)N2CCCc3ccccc32)cc1	-6	-1	-5	.	0	2	-4	0
29	CNC(=O)c1c(NC(=O)c2ccco2)sc2c1CCCC2	-8	14	-1	0	.	-10	-2	-13
30	CC1=CC(C)(C)Nc2ccc(OC(=O)C(C)N3C(=O)c4ccccc4C3=O)cc21 (stereo unspecified)	.	-25	.	2	47	-7	14	.
31	CN(C)C(=O)c1cccc(-c2ccc([C@@H]3[C@@H](CO)N4C(=O)CN(C(=O)C5CCC5)C[C@@H]34)cc2)c1	6	4	-2	9	.	.	.	-5
32	Cc1ccc(C)c(OCCn2c(=O)c3c(ncn3C3CCCC3)n(Cc3ccccc3)c2=O)c1	5	0	0	.	4	.	.	10
33	O=C(NCC[C@@H]1CC[C@@H](NC(=O)c2ccc3c(c2)OCO3)[C@H](CO)O1)Nc1ccc(Cl)cc1	-85	-1	-1	-25	-133	.	1	-83
34	COCCNc1nc(-c2ccccc2F)c2sc(-c3ccccc3)cc2n1	-53	-2	1	.	-8	12	-1	6
35	Cc1ccc(/C=N/NC(=O)c2cccnc2)s1	10	3	-1	.	-12	-1	1	0
36	COc1ccccc1-c1ccc([C@H]2[C@@H](CO)N3CCCCN(C(=O)c4ccncc4)C[C@H]23)cc1	-11	.	-2	4	-12	1[16.7 µM]	0	-4
37	O=C(Nc1ccc(F)cc1)Nc1ccc2c(c1)[C@H]1C[C@H](CC(=O)N3CCCCC3)O[C@@H](CO)[C@H]1O2	-2	-6	.	-1	7	1[16.7 µM]	1	1
38	O=C1Cc2cc(S(=O)(=O)N3CCN(c4ccc(O)cc4)CC3)ccc2N1	17	6	-6	.	-11	3	-3	1
39	Cc1noc(C)c1S(=O)(=O)N1CCN(C(c2ccccc2)c2ccc(Cl)cc2)CC1 (stereo unspecified)	12	-3	-3	3	9	-5	0	-6
40	CCCCCCCn1c2c(c(=N)c3c1CCC3)CCCC2	.	-4	2	-2	94*	.	.	63*
41	COc1ccc(-c2ccccc2[C@@H]2[C@@H](CO)N(C(=O)NC3CCCC3)[C@H]2C#N)cc1	16	2	1	3	30	.	.	-7
42	COc1ccc(Cc2nc3c4c(ncn3n2)Oc2c(ccc3ccccc23)C4c2ccc(OC)c(OC)c2)cc1 (stereo unspecified)	.	-6	-4	.	8	.	.	12
43	Cc1ccccc1OCCC(=O)N(Cc1ccccc1)c1c(N)n(Cc2ccccc2)c(=O)[nH]c1=O	-1	.	0	1	10	-5	2	2
44	CCCCNC(=O)c1cc2c(=O)n(CC)c3ccccc3c2s1	-12	5	0	8	-10	-1	-1	3
45	Cc1cc(C(=O)O)ccc1-c1ccc(/C=C2\SC(=O)N(CC(=O)Nc3ccc4c(c3)OCO4)C2=O)o1	1	.	3	.	11	-1	10	.
46	CC1(C(=O)Nc2cccnc2)Cc2c(-c3ccccc3)ccnc2O1 (stereo unspecified)	16	6	0	.	-17	.	-2	-3
47	CCC(C)[C@H](NC(=O)NCc1cccs1)C(=O)OC (stereo partly specified)	-9	.	-1	-8	.	-4	-1	5
48	CCN(Cc1ccccc1)C(=O)Cn1c(=O)n(-c2ccc(OC)cc2OC)c(=O)c2c(C)c(C)sc21	23	8	-5	-13	18	1	-1	6
49	Nc1nc(COC(=O)c2ccc3c(c2)OCCO3)nc(Nc2ccccc2)n1	-2	7	2	.	6	.	-1	0
50	O=C(CSc1ccc(C(F)(F)F)cn1)Nc1ccccc1	2	-6	4	-3	-22	.	-2	-3
51	COc1ccc(-c2cc(=O)oc3c(C)c(O)c(CN(C)C)cc23)cc1	.	-12&-6	.	18	-12	-6	-6	.
52	COc1cccc(S(=O)(=O)N[C@H]2C=C[C@H](CC(=O)NCc3ccncc3)O[C@@H]2CO)c1	16	7	-1	-2	9	.	5	9
53	COc1cccc(C(=O)Nc2cc(=O)n(C)c(=O)n2C)c1	-12	1	1	4	1	1	0	0
54	CO[C@H]1CN(C)C(=O)c2cc(NC(=O)C3CC3)ccc2OC[C@H](C)N(Cc2cccnc2)C[C@H]1C	6	5	4	.	25	0[16.7 µM]	49	-4
55	CCCNC(=O)Nc1ccc2c(c1)OC[C@@H](C)N(CCC)C[C@@H](C)[C@@H](OC)CN(C)C2=O	-8	3	1	-1	0	-29[16.7 µM]	-3	-3
56	CNc1nc(SCC(=O)Nc2ccccc2)nc(N2CCOCC2)n1	8	8	-2	.	0	-5	1	-1
57	CC1CCCCN1CCCNC(=O)CN1C(=O)CSc2ccc(S(=O)(=O)N3CCOCC3)cc21 (stereo unspecified)	-1	-118	-2	-4	0	-14	0	.
58	CCN(CC)C(=O)C1CCC(CNS(=O)(=O)c2cccc3cccnc23)CC1 (stereo unspecified)	3	-2	0	.	6	.	0	3
59	Cn1cnc(S(=O)(=O)N2C[C@H](O)COC[C@H]3O[C@@H](CC(=O)NC4CCC4)CC[C@@H]32)c1	3	1	1	-15	.	1[16.7 µM]	0	.
60	Cc1nn(-c2ccccc2)c(C)c1/C=N/NC(=O)c1ccccc1O	-32	2	-1	-8	-60	-3	-1	-11
61	CCOC(=O)N1CCN(Cc2nc3cc(NC(=O)c4ccco4)ccc3n2C)CC1	-5	6	0	-2	-7	-9	-3	.
62	Cc1nn(Cc2ccc(C(=O)N3CCOCC3)o2)c(C)c1Br	9	2	0	.	-6	.	.	-1
63	Cc1cc(C(=O)NCCCN2CCOCC2)n(-c2ccccc2)n1	-2	3	1	-13	-18	-3	3	-8
64	COc1ccc(N2CCN(C(=S)NCc3ccc(C)cc3)CC2)cc1	11	0	-3	.	4	1	.	-6
65	COCC(=O)N(C)c1nnc(-c2cnc(C)cn2)s1	.	-6	.	-4	.	1	0	.
66	Cc1ccccc1Nc1scc(-c2ccc(Br)cc2)[n+]1-c1ccccc1C	-2	10	-2	0	-3	0	2	6
67	COc1cc(Cl)c(C)cc1NC(=O)Cn1c(NCCO)nc2ccccc21	1	5	2	21	-4	-6	1	9
68	CCCNC(=O)C(Cc1ccccc1)NC(=O)c1ccccn1 (stereo unspecified)	2	13	1	-5	-2	-9	2	2
69	CCNC(=O)C1(C)CCN(C(=O)c2ccc(-c3ccccc3)cc2)C1 (stereo unspecified)	-8	3	0	5	.	-4	-3	-1
70	c1ccc(NCCC2OCC3(CO2)COC(CCNc2ccccc2)OC3)cc1 (stereo unspecified)	13	-3	0	7	.	.	-1	14
71	CCCC(=O)N1CC2(C1)CN(S(C)(=O)=O)[C@H](CO)c1c2c2ccc(OC)cc2n1C	-6	.	4	2	18	.	.	-12
